D1 potentiator: potentiators of human D1 dopamine receptor | P21728 | HEK293 TREx D1 cells, calcium flux, dopamine EC20 potentiation | potentiation, % at 10 µM | 360,000 tested, 0.036% active | AID 504651; in the data active = potentiation above about 30%; also: 0% is about no effect
Target sequence (P21728 whole entry, looked up): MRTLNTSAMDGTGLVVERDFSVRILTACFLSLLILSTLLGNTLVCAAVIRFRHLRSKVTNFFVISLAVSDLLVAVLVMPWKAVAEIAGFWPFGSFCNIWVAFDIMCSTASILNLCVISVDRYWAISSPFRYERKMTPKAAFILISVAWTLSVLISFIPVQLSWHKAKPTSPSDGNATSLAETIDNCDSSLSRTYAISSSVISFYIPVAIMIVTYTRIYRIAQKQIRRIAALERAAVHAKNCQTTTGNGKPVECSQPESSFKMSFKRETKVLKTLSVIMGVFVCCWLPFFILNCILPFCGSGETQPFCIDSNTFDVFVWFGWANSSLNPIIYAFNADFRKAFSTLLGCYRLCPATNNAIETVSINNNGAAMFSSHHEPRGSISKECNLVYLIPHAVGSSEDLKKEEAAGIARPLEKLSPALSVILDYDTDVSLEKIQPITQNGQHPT
RXFP1 antagonist: antagonists of human relaxin receptor RXFP1. AID 1259400. activity change, negative = inhibition, % at 57.5 µM. Q9HBX9. 350,000 tested, 0.59% active. HEK293-RXFP1, relaxin-stimulated cAMP HTRF, 30 min; stronger effect = lower value;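 active = activity change of -60% or lower, but not beyond a set lower limit; inconclusive = change between -60% and -40%, or beyond the set limit; inactive = change above -40%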; also: % is scaled to controls: 0 for no effect and ±100 for the full control effect
D1 agonist: human D1 receptor agonism; HEK293 T-REx D1 cells, calcium flux, agonist mode; 360,000 tested, 1% active; P21728; activation, % at 2 µM; in the data active = activation above about 30%; also: 0% is about no effect
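Tetracycline-induced HEK293 TREx D1 cells, force-coupled to calcium signalling, were dye-loaded with a no-wash calcium kit. Compound was pin-added after a 10 s baseline. Fluorescence was read kinetically at 1 cycle/s for 180 s, with calcium rises flagged as agonism.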
Vif-APOBEC3G blk: blocks the Vif interaction with human APOBEC3G | HeLa A3G-eYFP + Vif (tagged APOBEC3G with the HIV-1 protein that degrades it), YFP fluorescence, overnight | AID 602310 | Q9HC16 | Potency, µM (doses to about 46.1 µM), for the others: at the highest dose activity, negative = active, usual class: inhibitors | 410,000 tested, 0.076% active;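 also: potency is read from the fitted curve at half-maximal effect; % is scaled to controls: 0 for no effect and ±100 for the full control effect; nearly all actives have a fitted effect of over 60% in size; hits raise eYFP signal because A3G escapes Vif-driven loss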
Target sequence (Q9HC16 whole entry, looked up): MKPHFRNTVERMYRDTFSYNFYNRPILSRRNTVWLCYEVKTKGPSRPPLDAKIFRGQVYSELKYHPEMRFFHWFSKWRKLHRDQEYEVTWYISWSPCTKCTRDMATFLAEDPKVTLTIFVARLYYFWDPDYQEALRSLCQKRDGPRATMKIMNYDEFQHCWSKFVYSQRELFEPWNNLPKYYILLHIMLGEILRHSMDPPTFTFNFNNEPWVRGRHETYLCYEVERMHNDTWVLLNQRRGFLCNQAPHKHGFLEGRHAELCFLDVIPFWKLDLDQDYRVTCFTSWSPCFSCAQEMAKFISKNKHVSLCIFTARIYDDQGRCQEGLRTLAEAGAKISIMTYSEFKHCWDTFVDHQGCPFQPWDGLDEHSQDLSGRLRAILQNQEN
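Read-out is eYFP fluorescence (Ex 488/Em 500-530) from Vif-expressing HeLa A3G-eYFP cells; more signal means A3G escaped Vif-mediated degradation. Cells plated overnight, compound pinned in, incubated overnight at 37 deg C.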
D1 antag: antagonists of human D1 dopamine receptor; activity change, negative = inhibition, % at 10 µM; AID 504652; HEK293 TREx D1 cells, calcium flux, dopamine EC80; stronger effect = lower value; 360,000 tested, 3.2% active; P21728; in the data active = activity change below about -30%; also: % is scaled to controls: 0 for no effect and ±100 for the full control effect
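Kinetic fluorescence of a calcium dye serves as the read-out. D1-expressing Hek293 Trex cells, induced overnight at 30 C, are exposed to compound for 180 s before an EC80 dopamine addition, then read 180 s further.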
Glioma ERSR ind: induces the endoplasmic reticulum stress response in human glioma cells. U87-MG GRP78 promoter luciferase reporter, 16 h. Potency, µM, for inactives: top-dose activation, actives largely listed as activators. 420,000 tested, 0.02% active. AID 602332; also: potency is read from the fitted curve at half-maximal effect; series mostly up to about 76 µM; % of control where 0% means no effect; nearly all actives have a fitted effect of over 35% in size
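Stably transfected U87-MG glioma cells carrying a GRP78-based luciferase sensor; 16 h compound incubation. Luminescence end-point read 10 min after Bright-Glo addition at room temperature.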
Vif-APOBEC3F blk: blocks the Vif interaction with APOBEC3F | HeLa A3F-eYFP + Vif (tagged APOBEC3F with the HIV-1 protein that degrades it), YFP fluorescence increase | Potency, µM (highest dose often 46.1 µM), for the others: top-dose activity, negative = active | 390,000 tested, 0.2% active; also: potency is read from the fitted curve at half-maximal effect; % of control where 0% means no effect; nearly all actives have a fitted effect of over 65% in size
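HeLa cells stably expressing A3F-eYFP plus Vif, plated and incubated overnight at 37 deg C, then exposed to compounds overnight at 37 deg C. Blocked degradation read as raised yellow fluorescence (Ex 488/Em 500-530).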
RXFP1 ag: agonists of human relaxin receptor RXFP1; HEK293T-RXFP1 cAMP TR-FRET, 30 min; response scale: percent of porcine relaxin response, buffer zero; AID 2676; 370,000 tested, 0.3% active; Potency, µM (highest dose often 57.5 µM), inactives show top-dose activation, most hits filed as activators; Q9HBX9; also: potency is read from the fitted curve at half-maximal effect; % is scaled to controls: 0 for no effect and ±100 for the full control effect; nearly all actives have a fitted effect of over 60% in size; many of its hits are not listed in these tables
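cAMP rise read by TR-FRET after 30 min, 37C compound exposure (up to 58 uM) in RXFP1-transfected HEK293 cells with Ro 20174 present. EC50 from Hill-equation fits, with 29 nM porcine relaxin as 100% and buffer as basal.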
D2 potentiator: positively modulates the human D2 dopamine receptor allosterically; potentiation, % at 10 µM; AID 485347; HEK293 T-REx D2, calcium flux, EC20 dopamine potentiation; 340,000 tested, 0.34% active; P14416;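 active = potentiation over 3 SD above the plate norm, cut at about 30% in these data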; also: 0% is about no effect
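Potentiation of an EC20 dopamine calcium response is measured in a force-coupled, tetracycline-inducible Hek293 Trex D2 line. Compound-only kinetic reads over 180 s flag agonists before dopamine addition.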
* marks the source's active call; other numbers are inactive results; ? = inconclusive; . = no result given. Unless noted, calls follow the shape of the dose curve; as a rule, active = well fitted curve in the direction sought with a large enough effect; inconclusive = small, poorly fitted or top-dose-only effect, or another doubt; inactive = no such curve, though single readings can be large; an effect the other way counts as inactive or inconclusive. This is a subset; count on the stated rates, not on these rows.

SMILES | D1 potentiator | RXFP1 antagonist | D1 agonist | Vif-APOBEC3G blk | D1 antag | Glioma ERSR ind | Vif-APOBEC3F blk | RXFP1 ag | D2 potentiator
Cc1cc(Br)ccc1NC(=O)CNC(=O)COc1ccccc1C | -9 | -10 | 1 | 2% | -3 | -3% | 4% | -0.2% | -14
COC(=O)c1sc(-c2ccccc2)cc1NC(=O)c1cccc(Cl)c1 | -1 | -8 | 1 | 0% | -4 | -4% | 11% | 0.6% | -4
O=C(O)CSCc1nc2cccnc2n1C1CCCCC1 | 4 | -24 | 4 | 1% | -4 | 0% | -5% | 4.0% | -7
Cc1ccc(Cn2ccnc2SCC(=O)NCc2ccccc2Cl)cc1 | -4 | -2 | 0 | 1% | 0 | -2% | 3% | -0.1% | 11
CCCCn1c2c(c3ccccc31)CCc1nonc1-2 | 1 | . | 5 | -28% | 12 | -6% | 3% | -0.8% | 2
CC(C)Oc1ccc(C(=O)N(Cc2ccc(N(C)C)cc2)C2CCS(=O)(=O)C2)cc1 (stereo not given) | -6 | -7 | 1 | -8% | -4 | -4% | -9% | 2.5% | -7
Cc1ccc(S(=O)(=O)c2cn(C)c3cc(N4CCCC(C)C4)c(F)cc3c2=O)c(C)c1 (stereo not given) | 1 | -24 | 3 | 4% | 4 | -4% | 0% | 1.6% | 5
CCc1ccc(NC(=O)c2cccc(C(=O)Nc3ccc(CC)cc3)n2)cc1 | 2 | -20 | 1 | -1% | -11 | -2% | -4% | -1.1% | 6
O=C(NCc1ccc(F)cc1)C1CCN(S(=O)(=O)c2cccnc2)CC1 | 5 | 28 | 1 | 4% | -20 | 1% | -2% | -2.1% | 1
COc1ccc(/C=C/C(=O)Nc2ccccc2)cc1OC | -11 | -13 | -1 | 4% | 7 | 10% | 1% | 0.5% | -12
COc1cc(O)c2c(c1)COC2=O | 2 | 12 | 2 | -3% | 8 | -3% | -10% | 0.9% | .
CC1(C)CC(=O)C(C(C2=C(O)CC(C)(C)CC2=O)c2cccc(O)c2)C(=O)C1 (stereo not given) | -2 | 20 | 3 | 0% | 18 | -2% | 2% | 1.5% | 3
O=C(Nc1cccnc1)C1CC(c2ccccc2O)=NO1 (stereo not given) | -4 | -17 | 2 | -1% | 12 | 1% | 0% | 0.2% | -8
COCCSc1ccccc1C(=O)Nc1ccc([N+](=O)[O-])cc1OC | -6 | 2 | 0 | 1% | -6 | -4% | 0% | 4.4% | 2
O=C(N/N=C/c1ccccc1Cl)c1ccc(F)cc1 | -5 | -4 | 0 | -3% | -7 | 0% | 6% | 0.1% | -1
Cc1cc2oc(=O)cc(CN3CCCCC3)c2cc1C | 1 | 7 | 1 | 6% | -9 | 0% | 1% | -0.6% | -6
COc1ccc(NC(=O)CSc2ccccn2)cc1OC | -3 | 7 | 0 | 1% | 2 | 9% | -6% | 0.5% | 8
O=C(COC(=O)c1ccccc1NC(=O)c1ccco1)NC1CCCCC1 | -3 | -4 | 2 | 2% | -8 | -5% | 10% | 4.1% | 1
COC(=O)c1ccccc1C(=O)N1CC(O)CO1 (stereo not given) | 12 | 13 | 1 | -152% | 2 | -1% | -18% | 1.6% | 13
O=C(CCn1ccc2cc(S(=O)(=O)N3CCCC3)ccc21)NCc1cccc(Cl)c1 | -1 | -1 | 3 | 3% | 12 | -2% | -3% | 1.2% | -5

A second format for some results above.
D1 potentiator	RXFP1 antagonist	D1 agonist	Vif-APOBEC3G blk	D1 antag	Glioma ERSR ind	Vif-APOBEC3F blk	RXFP1 ag	D2 potentiator	canonical_smiles
-1	-1	3	3%	12	-2%	-3%	1.2%	-5	O=C(CCn1ccc2cc(S(=O)(=O)N3CCCC3)ccc21)NCc1cccc(Cl)c1
1	7	1	6%	-9	0%	1%	-0.6%	-6	Cc1cc2oc(=O)cc(CN3CCCCC3)c2cc1C

Additional entries
SMILES | D1 potentiator | RXFP1 antagonist | D1 agonist | Vif-APOBEC3G blk | D1 antag | Glioma ERSR ind | Vif-APOBEC3F blk | RXFP1 ag | D2 potentiator
Cc1cccc(C2=N/C(=C\c3cccs3)C(=O)O2)c1 | 3 | 3 | 2 | 1% | -8 | -4% | -7% | -2.7% | 4
CCc1c(C)nc2cc(-c3cc(OC)cc(OC)c3)nn2c1N1CCN(CCN2CCOCC2)CC1 | -4 | -1 | -3 | -1% | -4 | 3% | -1% | -1.0% | 3
Cc1ccc(C)n1-c1nnc(N2CCC(C(=O)NCCCN3CCN(C)CC3)CC2)s1 | 2 | 7 | 2 | 1% | 32 | 1% | -6% | 3.3% | -1
CCOc1ccc(N(CC(=O)NCC(C)C)S(C)(=O)=O)cc1 | -5 | -6 | 3 | 3% | -19 | -4% | -1% | 1.9% | -8
Cn1c(C(=O)N2CCCC(C(=O)N3CCN(c4ccccc4)CC3)C2)cc2sccc21 (stereo not given) | -2 | -13 | 0 | 1% | -13 | -1% | -2% | 6.0% | 0
S=C(NCC1CCCO1)Nc1cc(Cl)c(Cl)cc1Cl (stereo not given) | 0 | -5 | 3 | 1% | -4 | 4% | -25% | 1.0% | 4
CCCCCCC(=O)N/N=C/Cc1ccccc1 | -6 | -1 | 17 | 2% | 0 | -1% | 3% | -4.9% | 18
O=C(NN1C(=O)c2ccccc2C1=O)C1CC2CCC1C2 (stereo not given) | 2 | -3 | 1 | -5% | 7 | -1% | 0% | -0.1% | 14
CC(=O)Nc1ccc(NC(=O)C2CCN(S(=O)(=O)c3ccc4c(c3)CCCC(=O)N4)CC2)cc1 | -4 | . | 1 | 0% | 12 | 3% | -4% | 4.6% | 4
CN(Cc1c(F)cccc1Cl)C(=O)CNC(=O)c1cccs1 | 4 | 13 | 3 | 2% | -12 | 8% | 1% | 2.0% | 1
Nc1nc2nc(SCC(=O)N3CCCc4ccccc43)[nH]c2c(=O)[nH]1 | -2 | . | 2 | . | 16 | . | . | 3.3% | -6
CCOC(=O)C1C(=O)C=C(C)C(C(=O)OCC)C1c1ccc(OC)cc1 (stereo not given) | -2 | 8 | 0 | -1% | -6 | 3% | -9% | 3.3% | -7
CSc1nnc2n(C3CCCCC3)c(=O)c3c4c(sc3n12)CCCC4 | 2 | . | 2 | . | 2 | . | . | 0.8% | 2
CC(=O)c1cc(-c2ccccc2)[nH]c1N1CCCC1 | -2 | 6 | 5 | -12% | 9 | 2% | 2% | 0.1% | 1
Cc1ccc(S(=O)(=O)N2CCn3cccc3C2C)cc1 (stereo not given) | -2 | 6 | 3 | -3% | -9 | -2% | 6% | 0.3% | -8
O=C(Oc1ccc([N+](=O)[O-])cc1)c1ccc2ccccc2n1 | -1 | 18 | 4 | 0% | 3 | 10% | 0% | -1.5% | 16
CCOc1ccc(NC(=O)CCNC(=O)c2ccc(Br)cc2)cc1 | -2 | -23 | 0 | -5% | -15 | 9% | -4% | -4.1% | -9
CCCNC(=O)Cn1nc(-c2ccc(OC)cc2)c2cnc3ccc(F)cc3c21 | -4 | -4 | 2 | -3% | -4 | -2% | 3% | 1.2% | 9
Cc1cc(=O)[nH]c(CN2CCC(c3ccccc3)CC2)n1 | -5 | 6 | 0 | -6% | 6 | 0% | 12% | -1.9% | -6
O=C(CCCSc1nc2ccccc2s1)NC1=NCCS1 | -1 | 12 | 12 | 2% | -15 | -13% | 1% | -1.1% | -5
CC(Cc1ccccc1)NC(=O)c1ccc([N+](=O)[O-])cc1 (stereo not given) | -6 | 0 | 0 | 0% | -12 | -4% | -5% | 1.4% | -11
Cc1nnc(SCc2nnc(-c3ccccc3)o2)n(N)c1=O | -3 | -4 | 1 | 1% | -6 | -1% | 0% | 2.0% | 22
Cn1ccnc1SCC(=O)Nc1cccc(S(=O)(=O)N2CCCCC2)c1 | 8 | 2 | 4 | 3% | -16 | 0% | -5% | 5.1% | 7
COc1ccc(Br)cc1-c1nc(C)c(C(C)=O)n1O | -5 | -1 | 3 | -2% | -12 | 2% | 3% | 1.2% | -10
CCc1ccc(-c2nc(CN3CCC(C(=O)NCc4ccco4)CC3)c(C)o2)cc1 | -8 | 5 | 15 | -1% | -9 | 2% | 0% | 0.6% | -6
O=C(COc1ccc2ccccc2c1)N/N=C/c1ccccn1 | 1 | 0 | 2 | -4% | -12 | -3% | 13% | -1.3% | 2
Cc1ccc(S(=O)(=O)N(C)C)cc1NC(=S)N(CCC#N)Cc1cccnc1 | -5 | 8 | 3 | -7% | 7 | -1% | 8% | 5.8% | -13
CC(=O)Nc1ccc(NC(=O)CNC(=O)c2sc3ccccc3c2Cl)cc1 | -6 | -15 | 0 | 4% | 1 | -1% | ? | 7.2% | 4
O=C(N/N=C/c1ccccc1[N+](=O)[O-])C(=O)N1CCCC1 | -6 | -1 | 2 | -3% | 1 | -2% | 12% | -0.4% | 8
COc1cccc2c(Nc3ccccc3C)cc(C)nc12 | -9 | -19 | 1 | -3% | -19 | -5% | 7% | -0.3% | -21
COCC(C)n1c(C)cc(C(=O)COC(=O)c2cnc(Cl)c(Cl)c2)c1C (stereo not given) | . | -1 | . | 0% | . | 1% | 1% | . | .
Clc1ccc(-c2nnc3sc(-c4ccco4)nn23)c(Cl)c1 | 4 | . | 1 | . | 5 | . | . | -1.6% | 0
C/C(=N/NC(=O)c1ccccn1)c1ccncc1 | 0 | -4 | 0 | 1% | 16 | -5% | 3% | 5.9% | -8
Cc1cccc(C)c1NC(=O)NC1(C(=O)N2CCCC2)CCCCC1 | -2 | 5 | 2 | 0% | 22 | 1% | 2% | 1.1% | 0
O=C(COc1cccc2ccccc12)N/N=C/c1ccncc1 | -1 | -1 | 2 | -14% | 3 | -3% | 0% | -1.5% | 4
Cc1cc(C)c2c(=O)[nH]n(C(C)C)c2n1 | 0 | 8 | 3 | 1% | -7 | -1% | . | 0.6% | 12
NC(=O)N/N=C/c1cccc(OCc2ccc(F)cc2)c1 | -1 | -18 | 2 | -2% | -28 | -5% | 10% | 0.0% | 9
CC(=O)OCC1=C(C(=O)O)N2C(=O)C(NC(=O)CC(C)c3ccccc3)C2SC1 (stereo not given) | . | 3 | 5 | 2% | -15 | -5% | -21% | 0.4% | 1
CC1=C(c2ccc(C(C)C)cc2)S(=O)(=O)N=C1N1CCC(C(=O)NCCc2ccco2)CC1 | -6 | -6 | 9 | . | -12 | . | . | 0.7% | 21
CCn1c(C(=O)N2CCCC(C(=O)NCCCc3ccccc3)C2)cc2sccc21 (stereo not given) | -1 | -16 | 2 | 1% | 4 | -6% | -19% | 0.5% | 10

Screening results from PubChem.
